Source: PubChem BioAssay (National Center for Advancing Translational Sciences (NCATS))
FUS yeast rescue: FUS proteinopathy suppression in yeast | S. cerevisiae FUS-expressing, growth rescue, OD600, 24 h | hit rate 0.24% among 390,000 | Potency, µM (top dose mostly 76.6 µM), for inactives: at the highest dose growth rescue (activation), usual class: activators;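 also: potency is read from the fitted curve at half-maximal effect; plate controls were DMSO vehicle for no effect and reference control for full effect; nearly all actives have a fitted effect of over 55% in size; some results filed as inactive show a strong effect at the top dose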
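Yeast expressing FUS under galactose induction, OD 0.005 in 2% galactose medium; compounds in a dilution series, 24 h at 30C. Growth rescue by absorbance at 600 nm; CP55940 positive control, DMSO negative.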
EPAC1 agonist: EPAC1 (human) agonism; O95398; EPAC1 agonist qHTS, biochemical assay; response scale: 100% = response to 6.5 mM cAMP; Potency, µM (doses to about 154 µM), for the others: at the top dose activation, hits mostly activators; hit rate 0.073% among 360,000; AID 720707; also: potency is read from the fitted curve at half-maximal effect; nearly all actives have a fitted effect of over 60% in size
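Read-out is the fluorescence drop as BODIPY-GDP leaves Rap1B (480 nm excitation, 540 nm emission), recorded every 5 minutes over 30 minutes. Reactions held 100 nM EPAC1, 250 nM Rap1B–BODIPY-GDP and 50 uM GDP, with 6.5 mM cAMP setting full activation.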
PI5P4K alpha inh: inhibitors of human PI5P4K alpha | PI5P4Kalpha enzyme, ADP-Glo luminescence, 60 min; active compounds read low | hit rate 1.2% among 330,000 | P48426 | max response, %; active = max response of -50% or lower; inconclusive = between -30% and -50%; inactive = -30% or higher; also: value at the top dose of about 77 µM; % is scaled to controls: 0 for no effect and ±100 for the full control effect
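PI5P4Kalpha ADP-Glo assay; 5 microM ATP final; 60 min RT reaction; HEPES pH 7.4/EGTA/CHAPS, 5% DMSO; controls lacking substrate or enzyme; luminescent end-point.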
WRN inhibitor: inhibitors of human WRN helicase | WRN helicase unwinding, fluorescent forked duplex, kinetic | Potency, µM (titrated, usually from 114 µM), inactives show top-dose activity change, negative = inhibition, most hits filed as inhibitors | hit rate 0.46% among 360,000; also: potency is read from the fitted curve at half-maximal effect; % is scaled to controls: 0 for no effect and ±100 for the full control effect; nearly all actives have a fitted effect of over 55% in size
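Kinetic fluorescence helicase assay: unwinding of a quenched forked DNA duplex (100 nM final) with 2 mM ATP final raises red fluorescence (525/598 nm). Compounds sat 15 min at room temperature with 20 nM WRN beforehand.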
PLK1 PBD block: blocks phosphopeptide binding to human PLK1 polo-box domain; Plk1 PBD binding of FITC phosphopeptide, fluorescence polarization; Potency, µM, inactives show max response, negative = inhibition, usual class: inhibitors; AID 720504; P53350; hit rate 2.8% among 360,000; also: potency is read from the fitted curve at half-maximal effect; series mostly up to about 57 µM; % is scaled to controls: 0 for no effect and ±100 for the full control effect; nearly all actives have a fitted effect of over 65% in size
IL-2 act: IL-2 activation. IL-2 activation reporter assay, cell-based qHTS; stimulated with anti-CD3/CD4/CD28 beads; in transgenic mouse T cells. activation, % (series mostly up to about 46 µM). hit rate 0.065% among 360,000. AID 652025; in the data active = activation above about 50%; inconclusive = mostly about 30% to 49%; also: 0% is about no effect
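Quantitative HTS in unstimulated transgenic mouse T cells, with memory T cells as non-tolerant control and PMA/ionomycin as tolerance-bypass control. Compound pretreatment lasted 60 minutes before 18 h bead stimulation; EGFP/DsRed fluorescence read.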
aSyn yeast inh: rescues yeast growth from alpha-synuclein toxicity. Yeast expressing alpha-synuclein, growth rescue, BacTiter-Glo, 24 h. hit rate 0.14% among 370,000. Potency, µM (top dose mostly 46.1 µM), for the others: top-dose growth rescue (activation), hits mostly activators; also: potency is read from the fitted curve at half-maximal effect; % of control where 0% means no effect; nearly all actives have a fitted effect of over 65% in size
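Screening used galactose-induced yeast with toxic alpha-synuclein levels, exposed to compound for 24 hr at 30 deg C. Cell growth, read with BacTiter-Glo luminescence, gave the measured signal.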
EPAC1 antagonist: blocks human EPAC1 exchange factor; EPAC1 GEF assay, Rap1b-BODIPY-GDP exchange fluorescence; Potency, µM (series often up to 115 µM), inactives show top-dose activity change, negative = inhibition, usual class: inhibitors; hit rate 0.14% among 360,000;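 also: potency is read from the fitted curve at half-maximal effect; plate controls were vehicle for no effect and positive control for full effect; nearly all actives have a fitted effect of over 50% in size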
Abeta rescue: A-beta toxicity reversal in yeast; yeast expressing A-beta42, growth rescue, OD600, 48 h; response scale: 0% DMSO, 100% iron-clioquinol control; Potency, µM (series often up to 46.1 µM), inactives show at the highest dose growth rescue, most hits filed as activators; hit rate 0.063% among 410,000; AID 1347071; also: potency is read from the fitted curve at half-maximal effect; nearly all actives have a fitted effect of over 55% in size
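Yeast A-beta toxicity model in growth medium with pinned compounds, 48 h at 30 C; growth read as absorbance at 600 nm. Normalized to FeCl3/clioquinol equimolar mix (positive) and DMSO (negative).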
Numbers without * were called inactive; ? = inconclusive; / = no result given; & = joins results of further samples; [ ] = another dose, or the depositor's remark. Unless noted, calls follow the shape of the dose curve; as a rule, active = well fitted curve in the direction sought with a large enough effect; inconclusive = small, poorly fitted or top-dose-only effect, or another doubt; inactive = no such curve, though single readings can be large; an effect the other way counts as inactive or inconclusive. Rows were taken by chance; about 4.1% have a hit in one of these screens.

Each structure is followed by: FUS yeast rescue, EPAC1 agonist, PI5P4K alpha inh, WRN inhibitor, PLK1 PBD block, IL-2 act, aSyn yeast inh, EPAC1 antagonist, Abeta rescue
#1 Cc1ccc(/C=C/C(=O)c2ccc([N+](=O)[O-])o2)cc1
  -32%, -8%, -3, -8%, -28%, -0.8, -30%, -24%, -63%[inhibitor]
#2 CC(C)C(=O)N1CCN(c2ccc(NC(=O)c3ccco3)cc2Cl)CC1
  7%, 4%, -3, 7%, 0%, -0.1, 7%, 6%, -6%
#3 Cc1ccc(S(C)(=O)=NC(=O)NC(=O)c2c(F)cccc2Cl)cc1 (stereo unspecified)
  4%, -5%, 8, 3%, 5%, -4.1, 3%, 8%, 1%
#4 CCOC(=O)c1nnc(-c2ccccc2)nc1Sc1ccccc1Cl
  -10%, -4%, 11, -38%[57.1 µM], -23%, -1.8, 0%, 9%, 8%
#5 Cc1ccc(S(=O)(=O)NCCC(=O)NCCSc2ccc(Br)cc2)cc1
  /, 11%, 12, -32%, -24%, -3.2, 0%, -9%, 6%
#6 Cc1ccc(OCCNC(=O)c2ccccc2SCC(=O)N2CCCC2)cc1
  -2%, -1%, 6, -12%, -1%, -6.0, 0%, 19%, 11%
#7 COc1ccccc1NC(=O)N1CCN(c2ncccn2)CC1
  -29%, 2%, 9, 3%, -2%, 1.1, 4%, 11%, 13%
#8 Cc1ccc2cc(C)c(SCC(=O)NCc3ccco3)nc2c1
  1%, -7%, 1, 7%[57.1 µM], -8%, 0.1, 2%, -25%, -11%
#9 C=CCNC(=O)COC(=O)c1cc(S(=O)(=O)N2CCOCC2)ccc1N1CCCCC1
  19%, -1%, 2, -1%, -9%, -1.7, -6%, -13%, -1%
#10 S=C1NC[C@H](Cc2ccccc2)N1CC1CCN(CCCC2CCCC2)CC1
  5%, -13%, -21, 2%, -9%, -0.8, -1%, -7%, -1%
#11 Cc1ccc(C(=O)N(Cc2nnc(-c3ccccc3Cl)o2)C2CC2)o1
  2%, 7%, -6, 4%, -19%, -2.5, 10%, -7%, -6%
#12 O=C(Nc1ccc(C(F)(F)F)cc1)N1CCN(C(=O)c2ccco2)CC1
  0%, 7%, 8, -6%, -7%, -4.4, -13%, -25%, -2%
#13 O=C(Nc1ccon1)c1ccc(Br)s1
  3%, -7%, 1, 9%, -15%, -1.7, -5%, -2%, -15%
#14 O=C(CSc1ccccc1F)Nc1ccc(N2CCOCC2)cc1
  -20%, 6%, -1, 1%, -19%, -0.1, 2%, 7%, 37%
#15 O=C(O)c1cn(-c2ccc(F)cc2)c2cc(N3CCNCC3)c(F)cc2c1=O
  2%, -4%, 6, -18%, -5%, 0.4, 3%, -13%, -12%
#16 COCCn1cnnc1SCC(=O)Nc1cc(C)on1
  6%, 12%, -11, -11%, 6%, 1.7, 0%, 3%, 2%
#17 C=CCn1c(SCC(=O)N2CCN(c3ccccc3)CC2)nnc1-c1ccco1
  23%, -9%, -7, 18%, -4%, -1.0, -7%, 4%, 6%
#18 Cc1cc(C)c(S(=O)(=O)NCCc2cc3ccc(C)c(C)c3[nH]c2=O)c(C)c1
  17%&-10%, 5%, 1, 13%, 1%, -0.2, ?, -21%, 7%&-6%
#19 CC(C)N(N=Nc1ccc([N+](=O)[O-])cc1)C(C)C
  -35%, 0%, 7, -2%, -3%, -3.8, -11%, -8%, 9%
#20 Cc1onc(-c2c(Cl)cccc2Cl)c1COC(=O)c1ccc(Cl)cc1[N+](=O)[O-]
  7%, 7%, -1, -15%, -13%, 0.2, 5%, 0%, 7%
#21 CCCC(=O)Nc1nc2nc(C)cc(=O)n2[nH]1
  13%, 3%, -2, 4%, -1%, -0.7, -5%, -13%, 7%
#22 Cc1nn(Cc2ccc(Cl)cc2Cl)c(C)c1NC(=O)c1nn(C)cc1Cl
  29%, 2%, /, 4%, -3%, 5.4, -1%, 12%, 22%
#23 COc1ccc2nc(NCCNC(=S)NCCCN3CCOCC3)c(C#N)cc2c1
  -10%, 6%, 7, -8%, -10%, 0.4, -1%, 4%, -15%
#24 Cc1ccccc1-n1c(=S)[nH]c2nc3c(cc2c1=O)COC(C)(C)C3
  0%, -11%, -1, 0%, -23%, 0.8, -7%, 10%, -10%
#25 O=C(CCNC(=O)c1ccccc1Cl)Nc1cc(S(=O)(=O)N2CCOCC2)ccc1N1CCCC1
  5%, 6%, 0, -7%, 5%, -1.0, 5%, 17%, 5%
#26 O=C(NNC1=NS(=O)(=O)c2ccccc21)c1ccccc1Cl
  19%, -16%, 4, -8%, ?, -1.0, 9%, -1%, -17%
#27 O=[N+]([O-])c1ccc(-c2nn(-c3ccccc3)cc2/C=N/n2c(-c3ccncc3)n[nH]c2=S)cc1
  21%, 7%, -21, 0%, ?, -0.3, -4%, 1%, 1%
#28 COC(=O)c1nnn(-c2nonc2N)c1CSc1nc2ccccc2o1
  -1%, 6%, /, -7%, -16%, 1.4, ?, 9%, -10%
#29 N=c1c(C(=O)NCc2ccc3c(c2)OCO3)cc2c(=O)n3ccccc3nc2n1CC1CCCO1 (stereo unspecified)
  ?, -3%, -1, -17%, -1%, -0.6, 1%, -8%, 10%
#30 CCOC(=O)c1c[nH]c2ccc([N+](=O)[O-])cc12
  -3%, 2%, 3, -3%, 0%, 1.0, 2%, 1%, -14%
#31 N#CCC(=O)Nc1nc(-c2ccc3c(c2)OCCO3)cs1
  7%, -5%, -10, 4%, 1%, 1.5, 10%, -7%, 3%
#32 CC(NC(=O)c1ccccc1F)C12CC3CC(CC(C3)C1)C2 (stereo unspecified)
  12%, -10%, 2, 0%, 0%, -0.3, -31%[inhibitor], 1%, -39%[inhibitor]
#33 CCOc1ccc(/C=C/[N+](=O)[O-])c2ccccc12
  0%, ?, /, ?, 3.4µM*, -4.7, -62%[inhibitor], 2%, -93%[inhibitor]
#34 O=C(O)CNC(=O)c1cccc(C(F)(F)F)c1
  -40%, -9%, 3, -6%, 2%, -0.9, -1%, -20%, -2%
#35 NC(c1csc(NC(=O)Nc2ccccc2Oc2ccccc2)n1)c1ccccc1Cl (stereo unspecified)
  ?, 14%, ?, -7%, 1%, -0.7, -40%[inhibitor], -5%, -16%
#36 Cc1ccc(NC2=NC(c3ccccc3)n3c(nc(C)cc3=O)N2)c(C)c1 (stereo unspecified)
  18%, 1%, /, -2%, 0%, -1.4, -14%, 9%, 6%
#37 Cc1cccc[n+]1CC(=O)Nc1ccc([N+](=O)[O-])cc1Cl
  ?, 5%, 1, -2%, -11%, -2.9, -3%, 8%, -1%
#38 COc1cc(OC)c2c(c1)OC(=O)CC2c1cc(OC)c(OC)c(OC)c1 (stereo unspecified)
  -1%, -11%, 1, -4%, -12%, 0.2, -3%, 18%, -6%
#39 COc1ccc(/C=C2\SC(=S)N(CCC(=O)Nc3ccccn3)C2=O)cc1OC
  0%, 7%, -3, -7%, -4%, -0.4, 0%, -12%, 14%
#40 COc1ccc(S(=O)(=O)N2CCC(C(=O)NCC3CC3)CC2)cc1
  -9%, 8%, 5, 2%[57.1 µM], -20%, -0.1, -2%, -16%, -18%
#41 CCN1C(=O)N[C@@H](c2ccccc2)[C@H](C(=O)OC)[C@H]1C
  -9%, -9%, 3, -2%, -15%, 1.3, -6%, ?, -9%
#42 C=CCN1C(=O)/C(=C2/Sc3ccc(OC)cc3N2C)SC1=NCc1ccccc1
  -13%, 7%, -1, 5%, 3%, 10, 3%, -16%, 2%
#43 COc1ccc(NC(=O)c2ccc3nc(C)sc3c2)cc1
  17%, -10%, -14, 10%, -17%, -4.4, -18%, 2%, -16%
#44 CCOc1ccc(OCC)c(S(=O)(=O)NCc2ccccc2)c1
  -8%, 4%, -7, 0%, -8%, -1.4, 13%, -5%, -12%
#45 Cc1ccc(S(=O)(=O)N2CCCCC2)cc1NS(=O)(=O)c1cccc(C(=O)O)c1
  /, 9%, -3, -27%, -11%, 0.6, 3%, 9%, 8%
#46 COc1ccc(C(=O)N[C@H](C(=O)NCC2CCCCC2)C(C)C)cc1
  16%, -3%, 0, -5%, -2%, -2.9, 2%, 2%, 3%
#47 O=S(=O)(NCCN1CCOCC1)c1ccc2ccccc2c1
  -21%, -2%, 1, 10%, -14%, 0.1, -4%, -4%, 5%
#48 Cc1cc(N2CCC(C)CC2)nc(SCC(=O)c2ccccc2)n1
  3%, 11%, 2, -6%, -5%, -3.3, 3%, -15%, 6%
#49 O=C(CCNC(=O)C1CCN(S(=O)(=O)c2ccc(F)cc2)CC1)NC1CC1
  17%, -1%, -1, -2%, -5%, 0.9, -6%, 14%, -15%
#50 Cc1cccc(-n2c(SCC(=O)N3CC(=O)Nc4ccccc43)nc3ccccc3c2=O)c1C
  ?, 1%, 0, -4%, -4%, -1.7, 0%, -13%, 4%

(further entries)
Each structure is followed by: FUS yeast rescue, EPAC1 agonist, PI5P4K alpha inh, WRN inhibitor, PLK1 PBD block, IL-2 act, aSyn yeast inh, EPAC1 antagonist, Abeta rescue
#51 O=c1oc2ccccc2c(O)c1Cc1cc(Cl)c2cccnc2c1O
  22%, 6%, ?, 12%, ?, -0.1, -24%, -6%, -33%[inhibitor]
#52 Cc1ccc(CCNc2ccc3ccccc3c2)cn1
  -9%, 9%, 2, 7%, -7%, -0.4, 1%, 1%, -7%
#53 Cc1ccc(-c2nnn(CC(=O)N(Cc3ccco3)C(C(=O)NC3CCCC3)c3cccs3)n2)o1 (stereo unspecified)
  13%, 5%, -2, -6%, -5%, -0.6, -6%, ?, 13%
#54 CCCCC[C@H](C)N1C[C@@H](COCc2ccccc2)Oc2cc(N3CCC[C@H]3C(N)=O)ccc2S1(=O)=O
  ?, -17%, 20, -12%, -10%, 0.8, -7%, -15%, 0%
